Screening results (PubChem)
C2C12 statin: suppression of simvastatin myotoxicity; C2C12 myotubes + simvastatin, ATP luminescence, 48 h; scaled: DMSO 0, geranylgeraniol control 100; rescue of ATP level, % at 7.49 µM; hit rate 0.78% among 330,000;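 active = mean ATP rescue above about 67%, or every replicate alone reaching that limit, limit read from the data, passing the limit was not always enough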;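 note: myotubes were challenged with 10 µM simvastatin during compound exposure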
S100A4 MyoIIA: inhibitors of human S100A4 binding to myosin IIA peptide. S100A4/TAMRA-MyoIIA peptide fluorescence polarization. inhibition, % at 10.7 µM. hit rate 0.14% among 360,000. AID 652163;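 active = mean inhibition of at least 70% across replicates, with every replicate also reaching that level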
Target sequence (P26447 whole entry, looked up): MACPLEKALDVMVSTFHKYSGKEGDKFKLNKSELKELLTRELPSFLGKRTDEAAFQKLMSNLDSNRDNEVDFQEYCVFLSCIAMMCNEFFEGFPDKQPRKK
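System – human S100A4 monomer protein, biochemical binding assay · Buffer or medium – Calcium-containing HEPES buffer, pH 7.2 · Timing – 5 min between mix addition and reading · Also added – TAMRA-labelled myosin IIA heavy-chain peptide probe, 5 nM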
FN deposit inh: fibronectin deposition inhibition; AH1F fibroblasts, Alexa488-fibronectin deposition fluorescence, overnight; inhibition, % at 12.6 µM; hit rate 0.086% among 350,000; AID 743247;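 active = mean inhibition across replicates of 30% or more, regardless of how many single replicates reach that level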;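 note: positive control wells lacked labelled fibronectin entirely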
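Assay system: AH1F fibroblast monolayer, labelled fibronectin deposition. Amount: 10000 cells per well. Also added: labelled fibronectin 24 nM. Compound: single-point pinned compound. Incubation: cell attachment 1 h, compound and FN exposure overnight. Detection: fluorescence after three HBSS washes, excitation 485 nm, emission 525 nm. Read-out: inhibition of fibronectin deposition signal.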
esBAF inh: SWI/SNF esBAF complex inhibition | mouse ES cells, Bmi1-luciferase knock-in reporter, 24 h; 100% = twice the neutral-well signal | reporter increase, % at 12.5 µM | hit rate 2% among 350,000; in the data active = activation above about 40%;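 note: 0% = median of the plate's neutral control wells and 100% = double that signal; a rise in the Bmi1 reporter signal indicates esBAF inhibition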
LGR2 antag: Drosophila LGR2 receptor signaling inhibition; HEK293 LGR2, CRE-luciferase, bursicon-stimulated, 4 h; inhibition, % at 9.99 µM; hit rate 0.35% among 380,000;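 active = drop in luminescence signal, shown as inhibition above about 50% in the replicate tests, limit read from the data, passing the limit was not always enough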;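 note: agonist challenge used bursicon conditioned medium at about half maximal strength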
Casp6 inh: blocks human caspase-6 cleavage activity | P55212 | purified caspase-6, Z-VEID-R110 cleavage fluorescence | inhibition, % at 12.5 µM | AID 686996 | hit rate 0.53% among 350,000;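 active = mean inhibition across replicates at least about 35%, with every replicate also reaching that limit, limit read from the data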;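 note: 0% = median of neutral control wells and 100% = no fluorescence left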
Target sequence (P55212 24-179 limits assumed): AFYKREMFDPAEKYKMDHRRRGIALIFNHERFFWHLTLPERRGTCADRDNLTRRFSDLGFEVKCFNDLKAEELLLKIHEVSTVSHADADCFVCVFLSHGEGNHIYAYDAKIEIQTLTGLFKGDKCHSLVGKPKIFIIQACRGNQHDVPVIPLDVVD
Target sequence (P55212 194-293 limits assumed): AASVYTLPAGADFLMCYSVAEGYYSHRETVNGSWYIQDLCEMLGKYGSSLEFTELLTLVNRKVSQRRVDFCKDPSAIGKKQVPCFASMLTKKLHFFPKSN
SIRT5 block: inhibitors of human sirtuin-5 desuccinylase. Q9NXA8. Purified SirT5, succinyl-peptide AMC, trypsin-coupled fluorescence. inhibition, % at 15 µM. hit rate 1.1% among 330,000; in the data active = inhibition above about 15%
Target sequence (Q9NXA8 whole entry, looked up): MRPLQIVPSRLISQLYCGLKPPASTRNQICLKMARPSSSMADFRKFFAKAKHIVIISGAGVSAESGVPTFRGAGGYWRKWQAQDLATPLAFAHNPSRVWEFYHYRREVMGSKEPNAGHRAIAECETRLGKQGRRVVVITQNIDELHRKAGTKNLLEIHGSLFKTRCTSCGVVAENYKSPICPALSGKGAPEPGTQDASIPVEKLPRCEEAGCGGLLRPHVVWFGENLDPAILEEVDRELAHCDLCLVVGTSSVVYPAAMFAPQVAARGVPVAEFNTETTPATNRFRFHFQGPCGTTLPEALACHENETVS
* marks the source's active call; other numbers are inactive results; x = not tested or not shown. This is a subset; rates above refer to the full screens.

No.	molecule	C2C12 statin	S100A4 MyoIIA	FN deposit inh	esBAF inh	LGR2 antag	Casp6 inh	SIRT5 block
1	CC1=C(C(=O)N(C(C)C)C(C)C)CC(CC(=O)NC2CC2)C(=O)N1Cc1ccc(F)cc1 (stereo not given)	-5	1	-6	-9	5	0	-7
2	O=C(Nc1nc2ccc(Cl)cc2s1)c1ccc(N2CCCCC2)c([N+](=O)[O-])c1	-45	-4	0	0	x	-1	x
3	COc1ccc(CCN2C(=S)NC3CC2(C)Oc2ccc([N+](=O)[O-])cc23)cc1OC (stereo not given)	-40	x	4	-23	x	x	x
4	S=c1ncc2[nH]c(=S)[nH]c2[nH]1	-3	-5	x	-9	4	2	-1
5	S=C(Nc1cccc2ccccc12)NC1CCCCC1	-2	2	-2	57*	-56	-4	2
6	CS(=O)(=O)c1ccccc1-c1nnc(NC(=O)c2ccc(S(=O)(=O)N3CCCC3)cc2)o1	15	8	-3	-3	0	3	0
7	CN(C)CCNC(=O)c1cccc(-c2cccc3nncn23)c1	1	-1	0	-3	7	0	x
8	O=c1[nH]cnc2c1c(-c1ccccc1)cn2-c1ccc(Br)cc1	x	-2	-2	x	13	0	-5
9	CC(CCc1ccccc1)NC(=O)c1ccc(Br)o1 (stereo not given)	22	x	4	-8	x	x	x
10	COc1ccccc1-c1ccc2c(c1)[C@@H]1[C@@H](CCN1C(=O)C1CCOCC1)[C@@H](CO)N2	-28	-8	-4	1	4	5	2
11	CC(=O)c1ccc(N(CC(=O)NC2CCCC2)C(=O)c2csnn2)cc1	-2	18	-5	5	2	1	-5
12	Cc1cccc(NC(=O)CSc2ccc(C(N)=O)cc2[N+](=O)[O-])c1C	x	-1	-2	x	-17	-5	-8
13	COc1cc(F)c(C2=CC(=O)CC(C)(C)C2)cc1F	19	39	1	2	-12	-1	-4
14	CC(C)c1ccc(CNC(=O)CCc2ccccc2)cc1	x	-2	x	x	-19	-1	0
15	O=C(CCC(F)(F)F)N1CCC(CO)(CCc2ccccc2)CC1	11	-1	-2	9	-6	2	2
16	Cc1ccc(/C=N/NC(=O)CNC(=O)c2cccc([N+](=O)[O-])c2C)o1	x	-5	-3	x	24	4	-6
17	CN1C(=O)c2cc(NC(=O)Nc3ccccc3F)ccc2OC[C@H]2O[C@@H](CC(=O)NCc3ccc(-c4ccccc4)cc3)CC[C@@H]21	13	0	-15	6	-3	0	-1
18	CCN1CCN(Cc2c(O)ccc3c(=O)c(-c4ccc(OC)c(OC)c4)c(C(F)(F)F)oc23)CC1	-5	x	6	-2	x	x	x
19	O=Cc1cn(-c2ccccc2)nc1-c1ccc2c(c1)OCCO2	-32	x	x	50*	-79	x	x
20	N#CCSc1ccc(-c2nc3ccccc3[nH]2)cn1	x	5	3	x	-72	2	-3
21	COc1ccc(C(=O)N2CCCC(c3ccccc3)=N2)cc1	x	4	-5	x	2	-1	-2
22	Cc1cc(C(=O)COC(=O)Cc2ccc(Cl)cc2)c(C)n1C	4	-1	x	-2	2	2	-4
23	COC(=O)c1nnn(CC(=O)NC(=O)Nc2ccc(F)cc2)c1C(=O)OC	x	0	12	x	9	-2	-2
24	C[C@@H]1C(=O)O[C@H](C)[C@H]1C[C@@H](O)[C@](C)(O)C1CC[C@@]2(O)C3=CC(=O)[C@@H]4C[C@@H](O)[C@@H](O)C[C@]4(C)C3CC[C@]12C (stereo not given in full)	-9	-5	-9	-1	-4	4	-4
25	C[C@H](NC(=O)C[C@H]1C=C[C@@H](NS(=O)(=O)c2cccc(F)c2)[C@H](CO)O1)c1ccccc1	-1	39	-8	1	11	0	2
26	CSc1ccccc1C(=O)Nc1ccc(C)cc1C	x	-3	-12	x	1	-2	-2
27	Cc1cccc(C)c1NC(=O)Cn1nnc(-c2ccc(N3CCOCC3)cc2)n1	-28	x	-12	7	x	x	x
28	CC1=CC(c2ccc(Cl)cc2)n2nc(NC(=O)CCCC(=O)O)nc2N1 (stereo not given)	x	-6	0	x	-5	5	-22
29	COCCn1c(SCc2ccc(F)cc2)nc2c1c(=O)[nH]c(=O)n2C	4	-1	-6	5	0	1	-3
30	Cc1cccn2c(=O)c3cc(C#N)c(=N)n(Cc4cccnc4)c3nc12	0	x	-4	-1	x	x	x
31	COc1ccc(NC(=O)CCCC(=O)O)cc1Cl	x	1	-5	x	7	-6	-3
32	Cc1ccc(-c2nnc(SCC(C)C)n2C)cc1	-12	x	-3	55*	x	x	x
33	O=C(CSc1ncn[nH]1)c1cc2ccccc2o1	x	10	8	x	-2	2	-3
34	CC(C)(C)N1C(=O)c2ccccc2NC(=O)N1Cc1ccc(Br)cc1	26	x	-1	-9	x	x	x
35	Cc1ccc(N2C(=O)CC(Sc3nc4ccccc4o3)C2=O)cc1Cl (stereo not given)	-171	x	2	-6	x	x	x
36	COc1ccccc1C(=O)N1C[C@@H]2[C@H](c3ccccc31)[C@H](CO)N2C(=O)Cc1ccccc1	-5	6	7	6	x	1	3
37	CCC(c1nnnn1CCOC)N1CCN(c2nc3ccccc3s2)CC1 (stereo not given)	3	0	8	-1	0	0	2
38	O=C(CSc1nnnn1-c1ccccc1)c1ccco1	4	-4	x	36	-15	2	-1
39	C[C@@H]1CN([C@@H](C)CO)C(=O)c2cccc(NS(=O)(=O)c3cccs3)c2O[C@@H]1CN(C)C	1	-5	3	0	16	0	1
40	NC(=S)c1cc2cc(Br)ccc2oc1=O	x	2	-6	x	9	3	2
41	CC(OC(=O)c1ccccc1C(=O)N(C)c1ccccc1)C(=O)Nc1ccc(C(N)=O)cc1 (stereo not given)	2	-1	-5	-7	24	-1	-1
42	O=C1c2ccccc2NC(c2ccc(-c3ccc(C(F)(F)F)cc3)o2)N1O (stereo not given)	-8	-4	0	-1	-23	6	-1
43	Cc1ccc(S(=O)(=O)N2CCOCC2)cc1NC(=O)COC(=O)Cc1ccsc1	x	-6	11	x	-28	1	1
44	Cc1ccc(COC(=O)c2cccc(S(=O)(=O)N3CCCCCC3)c2)cc1	1	-1	5	3	-4	-5	-3
45	CC1(C)CC(NC(=O)C23CCC(C)(C(=O)C2)C3(C)C)CC(C)(C)N1 (stereo not given)	7	x	1	-7	x	x	x
46	N=C1SCC(=O)N1/N=C/c1ccccc1	0	3	x	28	-21	4	x
47	COC(=O)CC1SC(=O)NC1=Nc1ccc(C)cc1 (stereo not given)	3	x	1	-3	x	x	x
48	O=C1/C(=C\c2ccc(O)cc2)SC(=S)N1/N=C/c1ccc(O)cc1	x	14	6	x	-8	-1	-5

Single values from the entries so far:
Cc1ccc(S(=O)(=O)N2CCOCC2)cc1NC(=O)COC(=O)Cc1ccsc1 in S100A4 MyoIIA → -6
COC(=O)CC1SC(=O)NC1=Nc1ccc(C)cc1 (stereo not given) in FN deposit inh → 1

Next records follow.
No.	molecule	C2C12 statin	S100A4 MyoIIA	FN deposit inh	esBAF inh	LGR2 antag	Casp6 inh	SIRT5 block
49	CCCC#Cc1ccc([C@@H]2[C@@H](CO)N3CCCCN(CC4CC4)C[C@@H]23)cc1	x	-9	x	x	0	-1	-4
50	CCOc1ccccc1CN1CCN(Cc2cccc3nonc23)CC1CCO (stereo not given)	-11	-4	-3	-4	-4	4	-2
51	CCOC(=O)/C(=N\Nc1cc(Cl)ccc1Cl)N1CC(C)OC(C)C1 (stereo not given)	10	7	-7	-13	7	2	x
52	CCS(=O)(=O)Nc1ccc2c(c1)OC[C@H](C)NC[C@@H](C)[C@@H](OC)CN(C)C2=O	9	x	-17	-1	-6	x	x
53	CO[C@@H]1CN(C)C(=O)c2cc(NC(=O)NC(C)C)ccc2OC[C@H](C)N(C(=O)CC2CC2)C[C@H]1C	2	-11	-12	-1	13	1	2
54	Cc1ccc(C)c(S(=O)(=O)NCc2cccnc2)c1	17	-2	-2	5	-3	-4	3
55	O=C(c1ccccn1)N1CC(=O)N2[C@H](CO)[C@H](c3ccc(C#CC4CCCC4)cc3)[C@H]2C1	x	-6	x	x	7	5	-1
56	O=C(O)c1cccc(-n2cccc2C=C2C(=O)c3ccccc3C2=O)c1	x	10	8	x	22	x	9
57	CN(CC(=O)Nc1ccccc1Cl)C(=O)COC(=O)c1cccs1	14	3	-11	0	2	0	3
58	CC(=O)c1cccc(NC(=O)N2CCCC2C(=O)NC2CCCCC2)c1 (stereo not given)	-3	x	-1	-10	x	x	x
59	Cc1cc(=O)[nH]c(SCC(=O)Nc2cc(S(=O)(=O)N3CCCC3)ccc2Cl)n1	15	5	1	11	5	2	-6
60	CCCNC(=O)N(C)C[C@H]1Oc2cc(-c3ccccc3)ccc2S(=O)(=O)N([C@H](C)CO)C[C@@H]1C	3	-9	x	-2	13	0	0
61	CCOc1ccc(Cn2c(=O)oc3ccc(C)cc32)cc1OC	54	x	11	3	x	x	x
62	Cc1cccc(C)c1NC(=O)CN(C)C(=O)CC1OC(=O)c2ccccc21 (stereo not given)	x	-3	-3	x	-18	1	-2
63	C[C@H]1CN([C@@H](C)CO)C(=O)c2cc(NC(=O)CCN3CCOCC3)ccc2O[C@@H]1CN(C)C(=O)Nc1ccccc1	-6	-39	x	2	10	2	2
64	C[C@@H]1CN([C@H](C)CO)S(=O)(=O)c2ccc(C#CC3CCCCC3)cc2O[C@@H]1CN(C)C(=O)Cc1ccncc1	45	-3	x	7	-1	-2	1
65	Cc1cccc(C2c3[nH]c4ccccc4c3CCN2C(=O)c2cc(CC(C)C)[nH]c(=O)n2)n1 (stereo not given)	x	0	9	x	20	13	2
66	C[C@H](CO)N1C[C@H](C)[C@@H](CN(C)C(=O)C2CCC2)Oc2ncc(C#Cc3ccccc3F)cc2C1=O	10	-28	x	2	-15	2	-2
67	Cc1ccc(-n2nc(C)c(Sc3ccccc3[N+](=O)[O-])c2N)cc1	x	6	0	x	-21	-2	0
68	COc1cccc(CNS(=O)(=O)c2c(C)[nH]c(C)c2C(=O)N2CCCCC2)c1	21	1	1	1	-8	-1	-2
69	O=C(CNC(=O)c1sc2ccccc2c1Cl)OCc1ccccc1	x	45	-21	x	-7	2	0
70	CCOC(=O)c1ccc(NC(=S)NNC(=O)c2cc(-c3cccnc3)nc3ccccc23)cc1	2	0	x	5	12	-2	2
71	CC(C)CC#Cc1ccc2c(c1)O[C@H](CN(C)C(=O)c1cnccn1)[C@H](C)CN([C@@H](C)CO)S2(=O)=O	4	1	x	3	20	0	-12
72	C[C@@H]1CN([C@@H](C)CO)C(=O)c2cccc(NS(=O)(=O)c3ccc(Cl)cc3)c2O[C@H]1CN(C)C(=O)Nc1ccc2c(c1)OCO2	37	1	-5	9	-2	3	-12
73	CCCCCCCCNC(=O)c1cccnc1SCC(=O)Nc1ccccc1OC	x	-3	4	x	6	-1	x
74	Cc1ccccc1Nc1nc(-c2cccnc2)cs1	-22	-5	4	71*	-76	0	-5
